Screening data deposited in PubChem BioAssay by several laboratories.
HTR5A ag: HTR5A agonism, opioid heterodimer counter-screen | AID 504692 | HTR5A agonist assay, luminescence, cell-based | P47898 | 340,000 compounds, 0.61% hits | activation, % at 9.3 µM; in the data active = activation mostly above about 9.5%, no sharp cut-off; inactive = mostly below about 7.6%;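 note: 0% = cells with vehicle only and 100% = reference agonist; strong numbers were not always called active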
HTR5A inv ctr: inverse agonist of human HTR5A in OPRM1-OPRD1 counter-screen. 340,000 compounds, 0.083% hits. HTR5A cell line, luminescence, inverse agonism. AID 504634. P47898. inhibition, % at 9.3 µM; in the data active = inhibition mostly above about 23%, no sharp cut-off; inactive = mostly below about 18%;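 note: 0% = cells with DMSO and 100% = no-cell wells with DMSO; some compounds called inactive have numbers as strong as hits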
PKA-R1A act: activators of PKA-R1A complex. activation, % at 11.4 µM. PKA-R1A dissociation, Cy5-IP20 fluorescence polarization; scaled: DMSO 0%, 113 µM cGMP 100%. AID 504707. P00514+P68181. 340,000 compounds, 0.083% hits;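 active = percent activation above the mean of all tested compounds plus 3 SD, cut at about 19% in these data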;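 note: higher means more PKAc released from R1A so a rise in polarization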
DAGLB inh: blocks human DAGLB lipase activity | 340,000 compounds, 0.059% hits | inhibition, % at 5.17 µM | HEK293T DAGLB membrane lysate, EnzChek fluorogenic substrate | Q8NCG7; in the data active = inhibition above about 34%;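 note: 0% = enzyme with vehicle and 100% = wells lacking enzyme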
Target sequence (Q8NCG7 whole entry, looked up): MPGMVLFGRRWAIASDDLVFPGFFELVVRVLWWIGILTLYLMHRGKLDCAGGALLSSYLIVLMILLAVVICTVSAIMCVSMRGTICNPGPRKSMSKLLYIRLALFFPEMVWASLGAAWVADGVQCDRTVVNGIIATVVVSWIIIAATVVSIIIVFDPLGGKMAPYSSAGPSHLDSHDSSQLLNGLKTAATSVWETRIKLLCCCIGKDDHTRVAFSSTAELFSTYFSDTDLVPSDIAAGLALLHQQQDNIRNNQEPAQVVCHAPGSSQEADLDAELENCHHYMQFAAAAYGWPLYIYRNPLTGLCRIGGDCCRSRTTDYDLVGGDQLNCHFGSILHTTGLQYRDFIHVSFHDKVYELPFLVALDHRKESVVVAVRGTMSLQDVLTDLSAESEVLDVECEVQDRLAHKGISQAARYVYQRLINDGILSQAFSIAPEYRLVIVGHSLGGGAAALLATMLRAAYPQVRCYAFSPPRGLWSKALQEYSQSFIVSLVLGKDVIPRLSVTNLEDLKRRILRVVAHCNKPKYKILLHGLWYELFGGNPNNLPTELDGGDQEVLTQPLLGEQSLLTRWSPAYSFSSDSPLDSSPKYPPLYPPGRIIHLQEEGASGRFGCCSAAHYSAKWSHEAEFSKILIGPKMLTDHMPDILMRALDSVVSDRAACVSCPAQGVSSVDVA
AddAB inh: less growth of phage-infected E. coli with AddAB; E. coli expressing H. pylori AddAB, absorbance growth; inhibition, % at 11.9 µM; 330,000 compounds, 0.29% hits; AID 435030; in the data active = inhibition above about 12%;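 note: 0% = vehicle wells of infected cells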
Mot1-301 SUMO: inhibitors of SUMOylation pathway: yeast Mot1-301 growth rescue; S. cerevisiae Mot1-301 growth rescue, ATP luminescence, 38.5C; percent above DMSO median, 100 means doubled; AID 2716; 320,000 compounds, 1% hits; growth rescue, % at 18.8 µM;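 active = every valid replicate shows activation above 250% relative to neutral control wells; inactive = the rest, any valid replicate at or below 250%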;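 note: OY570 slx delta 5 strain wells were the positive control but not used for scaling; some compounds called inactive have numbers as strong as hits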
phage Ecoli inh: E. coli growth loss with phage present; 360,000 compounds, 0.26% hits; AID 651602; inhibition, % at 11.9 µM; growth absorbance; in the data active = inhibition above about 11%
PKA-R2B activ: activators of human PKA-R2B complex; activation, % at 11.4 µM; AID 504700; PKA-R2B holoenzyme dissociation, Cy5-IP20 fluorescence polarization; R2B truncated from residue 108, S112A mutant; 0% DMSO only, 100% 113 µM cGMP; 340,000 compounds, 0.079% hits;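 active = activation above a cutoff set at the mean over all compounds plus 3 SD, cut at about 18% in these data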;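 note: higher means more holoenzyme dissociation and a rise in polarization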
Target sequence (P31323 whole entry, looked up, other chains not shown, the tested form may be a part): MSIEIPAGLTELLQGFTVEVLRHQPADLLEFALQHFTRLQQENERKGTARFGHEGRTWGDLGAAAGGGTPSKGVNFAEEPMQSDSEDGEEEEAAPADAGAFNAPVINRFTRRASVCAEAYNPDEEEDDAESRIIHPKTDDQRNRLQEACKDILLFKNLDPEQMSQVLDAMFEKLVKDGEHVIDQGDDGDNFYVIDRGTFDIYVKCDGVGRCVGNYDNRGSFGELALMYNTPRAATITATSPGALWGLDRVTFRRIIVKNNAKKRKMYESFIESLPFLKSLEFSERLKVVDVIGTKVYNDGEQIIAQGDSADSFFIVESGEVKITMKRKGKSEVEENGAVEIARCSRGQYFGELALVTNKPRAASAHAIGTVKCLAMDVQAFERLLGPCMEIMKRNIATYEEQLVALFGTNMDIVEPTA
Ecoli viability: bacterial growth inhibition, counter-screen for AddAB inhibitors | E. coli V3065 growth, OD600 absorbance, 18 h | inhibition, % at 11.9 µM | 330,000 compounds, 0.27% hits | AID 449728;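 active = inhibition above the campaign's mean inhibition across all tested compounds plus 3 SD, cut at about 9.9% in these data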;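 note: uninfected addAB+ strain grown without phage in ampicillin broth; 0% = DMSO wells and 100% = ciprofloxacin 0.95 µg/ml wells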
Tat export inh: inhibitors of E. coli Tat protein transport. 340,000 compounds, 0.036% hits. inhibition, % at 10 µM. E. coli MC4100 TorA-mCherry Tat export, fluorescence. AID 488895;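 active = mean replicate inhibition at least 50% and at least half of replicates individually reaching 50%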;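 note: exported cargo escapes ClpAP degradation while cytoplasmic cargo is degraded and loses fluorescence; 0% = median of neutral control wells and 100% = median of NaSCN control wells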
CDK5 inh: CDK5/p35 (human) kinase inhibition; AID 488839; Q00535+Q15078; 330,000 compounds, 0.01% hits; inhibition, % at 10 µM; Recombinant CDK5/p35, ADP-Glo luminescence, 60 min;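 active = highest replicate inhibition of at least 50% and at least 75% of replicates reaching 50%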;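 note: plate controls were DMSO neutral control for no effect and GW8510 at 10 µM for full effect; many of its hits are not listed in these tables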
Starred values were filed as active, the others as inactive; / = no result given.

structure,CDK5 inh,DAGLB inh,AddAB inh,phage Ecoli inh,PKA-R1A act,Mot1-301 SUMO,PKA-R2B activ,Ecoli viability,HTR5A inv ctr,Tat export inh,HTR5A ag
CCOC(=O)C1CCN(C(=O)CC2C(=O)N(Cc3ccccc3)C(C)c3nc4ccccc4n32)CC1 (stereo not drawn),-0.1,-2,2.5,2.9,-17,18,-11,1.9,/,-2,/
CNC(=O)c1c[nH]c2ccc(S(=O)(=O)Nc3ccccc3F)cc2c1=O,0.0,-2,0.2,0.0,5,-5,-1,2.9,-13,-10,4
CN(C)S(=O)(=O)c1cccc(NC(=O)COC(=O)c2ccc3c(c2)OCO3)c1,0.0,0,2.8,1.6,-1,2,-5,1.6,3,5,-4
O=C(NCc1ccco1)C(c1ccc(F)cc1)N(CC1CCCO1)C(=O)Cn1nnc2ccccc21 (stereo not drawn),1.1,-2,1.1,1.9,-18,11,-1,-0.4,7,3,-2
O=C(NCCCN1CCCC1)Nc1ccc(F)cc1,-0.9,-2,0.7,0.9,5,18,6,-1.2,-18,-5,5
Cc1ccc2c(Cl)cc(Cl)c(OCC(=O)O)c2n1,-0.6,2,0.0,0.8,-6,-6,18,-0.2,-31,3,5
COc1ccc(/C=N/Nc2nc(N3CCCCC3)nc(N3CCCCC3)n2)cc1[N+](=O)[O-],-6.0,-6,3.5,2.7,11,18,-26,0.6,-4,4,-2
CCC1Oc2ccc(C)cc2N(CC(=O)N2CCCC2)C1=O (stereo not drawn),-0.8,-1,2.6,1.8,-6,-18,-8,0.1,-11,0,-3
CCOc1ccccc1NC(=O)CSc1n[nH]c(N)n1,1.7,1,0.8,2.7,-1,23,-1,-1.6,-35,1,14
Cn1c(C(=O)O)cnc1Sc1ncc(C(F)(F)F)cc1Cl,0.1,1,-0.5,5.3,0,-7,6,-1.3,2,-4,-1
COC(=O)[C@H](CCSC)NC(=O)Nc1ccc(C)c(C)c1,0.0,1,-0.2,1.3,-6,-27,7,1.2,-12,0,0
Cc1cccc(C)c1NC(=S)NC1CCCCC1,-0.3,-3,-1.2,2.8,10,-24,-2,1.0,-1,-7,4
CC1=C(C(=O)Nc2ccccc2C)C(c2ccc(C)o2)n2c(s/c(=C/c3ccccc3)c2=O)=N1 (stereo not drawn),0.0,3,-0.9,1.9,-14,54,-5,-2.3,14,1,-3
CC(C)[C@H](NC(=O)[C@@H]1CSCN1C(=O)OC(C)(C)C)C(=O)NCC1CCC(C(=O)O)CC1 (stereo partly drawn),-0.1,0,2.1,2.6,-9,77,-14,-3.2,-7,5,4
Nc1cc(N)nc(SCCN2CCCCC2)n1,1.7,0,-0.3,1.2,0,82,-3,-2.6,10,-14,5

Next part:
structure,CDK5 inh,DAGLB inh,AddAB inh,phage Ecoli inh,PKA-R1A act,Mot1-301 SUMO,PKA-R2B activ,Ecoli viability,HTR5A inv ctr,Tat export inh,HTR5A ag
CC(=O)Nc1ccc(Nc2nc(C)c([N+](=O)[O-])c(Nc3ccc(NC(C)=O)cc3)n2)cc1,2.4,11,2.8,1.2,-1,9,0,-0.3,19,2,-5
O=C(N/N=C1\C2CN3CCN(C2)CC1(c1ccccc1)C3)c1ccc(F)cc1,-3.7,0,-2.1,3.4,11,50,0,0.3,6,1,-2
CCOc1ccc(S(=O)(=O)N2CCCCC2)cc1NC(=O)c1ccccc1,-0.1,0,/,2.0,-12,/,-9,/,5,-3,-1
COc1cc(C2C3=C(COC3=O)Oc3cc4c(cc32)OCO4)cc(OC)c1OC(C)=O (stereo not drawn),1.8,0,/,1.0,4,/,-11,/,1,-11,0
CC(=O)Nc1nc(C)c(Oc2ccc(C)cc2)c(=O)[nH]1,-0.2,0,2.4,0.5,-3,-21,6,-1.0,33,-1,1
CCOC(=O)c1cnn(-c2ccc(Cl)cc2)c1C1CCN(C(=O)OC(C)(C)C)CC1,1.1,-14,0.7,0.6,1,-8,4,-0.6,-13,11,5
O=c1c2ccccc2nc(SCc2ccccc2)n1Cc1ccco1,0.9,-10,5.1,3.9,-1,60,5,2.7,-8,1,3
COc1cc(C(=S)N2CCOCC2)cc(OC)c1OC(=O)c1ccccc1[N+](=O)[O-],0.3,-2,0.3,0.3,-9,-14,-15,0.0,-4,-6,4
Nc1c(-c2ccc(Cl)cc2)cnn1-c1cccc([N+](=O)[O-])c1,-0.4,-1,1.0,3.0,-2,-12,-8,1.6,-6,0,3
Cc1ccc(NC(=O)CSc2nc3ccc(Nc4nc(N5CCOCC5)nc(N5CCOCC5)n4)cc3s2)cc1,-0.1,0,/,2.0,8,3,8,/,-7,4,0
O=C(Cc1ccccc1)Nc1ccccc1Oc1ccccc1,-0.4,-8,2.1,1.9,0,7,3,4.1,16,1,0
O=C(NC1CCCCCCC1)C1c2ccccc2C(=O)N1Cc1cccs1 (stereo not drawn),0.5,1,2.4,4.1,6,-10,10,0.8,-23,-1,-1
CCOC(=O)c1sc(NC(=O)CSc2n[nH]c(C)n2)nc1C,-4.3,-4,2.5,5.0,-11,29,-1,-0.5,-13,-9,2
Cc1c(N=Cc2cc3c(cc2Cl)OCO3)c(=O)n(-c2ccccc2)n1C,1.4,-3,-0.2,3.0,-1,-30,0,4.2,-23,-1,0
C=CCOC(=O)C1=C(C)NC(C)=C(C(=O)OCC=C)C1c1cccs1,1.5,-1,-2.1,/,-1,-19,-17,-1.8,-20,10,-2

(next part)
structure,CDK5 inh,DAGLB inh,AddAB inh,phage Ecoli inh,PKA-R1A act,Mot1-301 SUMO,PKA-R2B activ,Ecoli viability,HTR5A inv ctr,Tat export inh,HTR5A ag
Cc1cccc(-c2ncc(S(=O)(=O)C(C)(C)C)c(N)n2)c1,-6.1,-2,0.7,0.5,-1,2,-1,0.3,2,-4,-4
CCOC(=O)/C(=N/Nc1ccc(Cl)cc1)S(=O)(=O)c1ccccc1,4.7,-2,-0.2,1.1,-8,23,-7,-1.5,5,-10,-2
CCC1(C)Cc2c(sc3nc4n(c(=O)c23)CCS4)CO1 (stereo not drawn),0.7,2,2.1,3.2,2,5,5,-1.6,-3,6,1
Cc1sc2nc(CN3CCOCC3)nc(NS(=O)(=O)c3cc(Cl)ccc3Cl)c2c1C,-0.7,3,0.8,-1.7,-2,-23,11,0.5,21,1,1
Cc1cc(C)c2c(=O)n(CC(=O)N3CCC(N4CCCCC4)CC3)sc2n1,-0.5,0,-0.8,-0.1,7,-13,14,0.3,2,0,-4
CCOc1ccc(C(=O)N2CCN(c3ccccn3)CC2)cc1,-0.2,-2,-0.2,0.9,-8,152,9,-1.0,3,-3,-1
CCOc1ccc(C(C)NC(=O)Cc2ccccc2)cc1OCC (stereo not drawn),1.6,2,0.7,2.3,-10,-9,-11,-0.2,30,3,-2
CC(=O)NCc1ccc(C(=O)CSc2nnc(C3CC3)n2C2CC2)cc1,2.2,-1,0.4,2.3,6,-6,3,-1.6,0,-4,0
CCCCCCCN(C(=O)CCl)c1cccc(C)c1,0.4,3,3.5,3.5,2,24,3,-1.5,-129,-5,84*
Cc1cccc(C(C)C)c1NC(=O)COC(=O)CN1C(=O)C2CC=CCC2C1=O (stereo not drawn),-0.1,-1,0.0,2.7,0,81,-5,0.2,1,1,1
CC1CC1C(=O)OCC(=O)NNC(=O)COc1ccc(Br)cc1 (stereo not drawn),0.3,-5,-0.5,2.9,2,-1,-7,-3.2,-24,1,9
COCCNc1nnc(SCC(=O)NNC(=O)c2ccc([N+](=O)[O-])cc2)s1,0.1,0,0.9,4.9,-1,16,-15,3.9,7,1,-3
Cc1n[nH]c(=O)c2c(NC(=O)CSc3ccccc3Cl)oc(C)c12,0.2,-1,2.2,0.6,5,-2,2,0.3,-13,-16,5
CC(Sc1nc2ccccc2[nH]1)C(=O)O (stereo not drawn),0.5,2,1.0,2.3,0,15,-2,0.1,-14,2,0
COC(=O)CN1C(=O)S/C(=C/c2cc(C)n(C)c2C)C1=O,2.0,-7,-1.7,1.8,-4,-2,10,-2.1,-11,-3,5

(listing goes on)
structure,CDK5 inh,DAGLB inh,AddAB inh,phage Ecoli inh,PKA-R1A act,Mot1-301 SUMO,PKA-R2B activ,Ecoli viability,HTR5A inv ctr,Tat export inh,HTR5A ag
O=C(CN1C(=O)NC2(CCCc3ccccc32)C1=O)NCc1cccs1 (stereo not drawn),0.0,-2,0.2,2.1,-1,7,-8,1.2,6,1,-3
CCSC1=C(C#N)C(c2ccc3c(c2)OCO3)C2=C(CCCC2=O)N1 (stereo not drawn),0.3,0,4.0,0.7,1,-24,3,1.5,-4,2,9
O=C(CN1CC(c2ccccc2)CC1=O)OCc1ccccc1F (stereo not drawn),-2.4,-10,1.3,1.9,-6,-13,-16,-3.2,-2,-4,-1
O=[N+]([O-])c1cc(/C=N\Nc2ccccn2)ccc1Cl,-0.2,3,2.2,2.8,5,-3,3,-0.5,5,-2,-1
Cc1ccc2nc(-c3ccncc3)cc(C(=O)Nc3ccc(OC(F)F)cc3)c2c1,0.9,-1,5.3,1.5,-2,7,-7,-1.4,24,-3,1
O=C1C2C3C=CC(C4CC34)C2C(=O)N1/N=C/c1ccc(-c2ccc(F)cc2[N+](=O)[O-])o1 (stereo not drawn),-1.0,-2,1.5,0.6,-4,-22,-2,0.8,-14,8,-6
COCCCNC(=O)CSc1nc2c(sc3ccccc32)c(=O)n1CCCC(=O)NCC1CCCO1 (stereo not drawn),0.8,0,0.6,2.6,6,14,2,0.4,-1,-3,0
O=C1CCc2cc(S(=O)(=O)Nc3ccccc3F)cc3c2N1CCC3,1.3,-2,1.8,2.9,9,-20,-4,0.0,-29,-6,10
COc1cccc2sc3cc(NCc4ccc5c(c4)OCO5)ccc3c(=O)c12,4.6,-4,1.1,2.9,-11,18,-13,0.5,-50,0,19
CCCCN(C)CCNC(=O)c1cc2c(-c3ccccc3F)nn(C)c2s1,0.4,0,-2.4,1.1,-5,8,-3,0.0,4,-5,-1
O=C(CSc1ncnc2nc[nH]c12)Nc1ccccc1C(F)(F)F,-0.7,1,-1.7,1.0,5,727*,-11,1.9,-14,-3,9
O=S(=O)(Nc1nc2ccccc2nc1NCC1CCCO1)c1ccccc1 (stereo not drawn),1.2,2,-0.2,-0.8,6,-20,-14,2.1,-9,-4,4
O=C1C(=O)c2ccccc2C(O)=C1C1CCC(c2ccc(Cl)cc2)CC1 (stereo not drawn),2.2,3,1.6,3.3,-19,311,0,-0.7,-12,-103,3
Cc1ccc2[nH]c3c(c2c1)CCN(C)C3,6.0,-4,1.5,0.9,3,1,-3,-2.3,-1,0,0
Fc1ccc(-c2csc3ncnc(N4CCc5ccccc5C4)c23)cc1,0.8,-7,1.6,5.9,-7,21,-5,2.0,-12,8,5
CCN1C(=O)c2ccc(C(=O)Nc3ccc(O)cc3C)cc2C1=O,1.2,0,2.8,-3.2,2,-14,1,0.2,-4,-2,1

The order is random. About 2.3% of those tested had a hit in this group.
